# Screens (PubChem)
# PKA-R2B act = activators of human PKA-R2B complex. AID 504700. PKA-R2B holoenzyme dissociation, Cy5-IP20 fluorescence polarization; R2B truncated from residue 108, S112A mutant; 0% DMSO only, 100% 113 µM cGMP. activation, % at 11.4 µM. P22694+P31323. actives 0.079% (n = 340,000);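 active means activation above a cutoff set at the mean over all compounds plus 3 SD, cut at about 18% in these data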;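 further: higher means more holoenzyme dissociation and a rise in polarization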
# Target sequence (P31323 whole entry, looked up, other chains not shown, the tested form may be a part): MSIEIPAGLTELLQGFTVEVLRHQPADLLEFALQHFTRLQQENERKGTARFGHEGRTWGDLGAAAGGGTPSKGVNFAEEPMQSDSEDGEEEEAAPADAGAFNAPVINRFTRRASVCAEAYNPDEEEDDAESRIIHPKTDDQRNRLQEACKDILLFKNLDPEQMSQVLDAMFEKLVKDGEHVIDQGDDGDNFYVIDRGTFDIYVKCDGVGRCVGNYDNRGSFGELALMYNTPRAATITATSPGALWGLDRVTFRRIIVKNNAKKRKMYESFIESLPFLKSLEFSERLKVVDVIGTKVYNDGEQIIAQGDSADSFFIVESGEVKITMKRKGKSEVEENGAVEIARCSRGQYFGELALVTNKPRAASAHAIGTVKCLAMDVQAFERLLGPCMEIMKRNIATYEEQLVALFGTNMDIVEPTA
# Tat export inh = E. coli Tat transport inhibition. E. coli MC4100 TorA-mCherry Tat export, fluorescence. inhibition, % at 10 µM. actives 0.036% (n = 340,000). AID 488895;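 active means mean replicate inhibition at least 50% and at least half of replicates individually reaching 50%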;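 further: exported cargo escapes ClpAP degradation while cytoplasmic cargo is degraded and loses fluorescence; 0% = median of neutral control wells and 100% = median of NaSCN control wells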
# PKA-R1A activ = PKA-R1A complex activation; PKA-R1A dissociation, Cy5-IP20 fluorescence polarization; scaled: DMSO 0%, 113 µM cGMP 100%; P00514+P68181; activation, % at 11.4 µM; AID 504707; actives 0.083% (n = 340,000);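 active means percent activation above the mean of all tested compounds plus 3 SD, cut at about 19% in these data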;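 further: higher means more PKAc released from R1A so a rise in polarization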
# AddAB inh = less growth of phage-infected E. coli with AddAB | inhibition, % at 11.9 µM | AID 435030 | E. coli expressing H. pylori AddAB, absorbance growth | actives 0.29% (n = 330,000); in the data active means inhibition above about 12%;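 further: 0% = vehicle wells of infected cells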
# HTR5A ag ctr = activates human HTR5A in OPRM1-OPRD1 agonist counter-screen; HTR5A agonist assay, luminescence, cell-based; activation, % at 9.3 µM; actives 0.61% (n = 340,000); in the data active means activation mostly above about 9.5%, no sharp cut-off; inactive means mostly below about 7.6%;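 further: 0% = cells with vehicle only and 100% = reference agonist; strong numbers were not always called active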
# HTR5A inv ag = counter-screen for OPRM1-OPRD1 inverse agonists: human HTR5A inverse agonism. actives 0.083% (n = 340,000). HTR5A cell line, luminescence. inhibition, % at 9.3 µM. P47898; in the data active means inhibition mostly above about 23%, no sharp cut-off; inactive means mostly below about 18%;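 further: 0% = cells with DMSO and 100% = no-cell wells with DMSO; some compounds called inactive have numbers as strong as hits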
# E coli growth = counter-screen for AddAB inhibitors: E. coli growth inhibition; E. coli V3065 growth, OD600 absorbance, 18 h; inhibition, % at 11.9 µM; actives 0.27% (n = 330,000); AID 449728;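 active means inhibition above the campaign's mean inhibition across all tested compounds plus 3 SD, cut at about 9.9% in these data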;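 further: uninfected addAB+ strain grown without phage in ampicillin broth; 0% = DMSO wells and 100% = ciprofloxacin 0.95 µg/ml wells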
# Mot1-301 SUMO = inhibitors of SUMOylation pathway: yeast Mot1-301 growth rescue. growth rescue, % at 18.8 µM. S. cerevisiae Mot1-301 growth rescue, ATP luminescence, 38.5C; percent above DMSO median, 100 means doubled. actives 1% (n = 320,000);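 active means every valid replicate shows activation above 250% relative to neutral control wells; inactive means the rest, any valid replicate at or below 250%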;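 further: OY570 slx delta 5 strain wells were the positive control but not used for scaling; some compounds called inactive have numbers as strong as hits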
# phage Ecoli inh = E. coli growth loss with phage present. AID 651602. inhibition, % at 11.9 µM. actives 0.26% (n = 360,000). growth absorbance; in the data active means inhibition above about 11%
# CDK5 p35 inh = inhibitors of human CDK5/p35 kinase; Q00535+Q15078; Recombinant CDK5/p35, ADP-Glo luminescence, 60 min; inhibition, % at 10 µM; actives 0.01% (n = 330,000);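 active means highest replicate inhibition of at least 50% and at least 75% of replicates reaching 50%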;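 further: plate controls were DMSO neutral control for no effect and GW8510 at 10 µM for full effect; many of its hits are not listed in these tables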
# DAGLB inhibitor = diacylglycerol lipase beta (human) inhibition. Q8NCG7. inhibition, % at 5.17 µM. HEK293T DAGLB membrane lysate, EnzChek fluorogenic substrate. AID 504411. actives 0.059% (n = 340,000); in the data active means inhibition above about 34%;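 further: 0% = enzyme with vehicle and 100% = wells lacking enzyme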
# Target sequence (Q8NCG7 whole entry, looked up): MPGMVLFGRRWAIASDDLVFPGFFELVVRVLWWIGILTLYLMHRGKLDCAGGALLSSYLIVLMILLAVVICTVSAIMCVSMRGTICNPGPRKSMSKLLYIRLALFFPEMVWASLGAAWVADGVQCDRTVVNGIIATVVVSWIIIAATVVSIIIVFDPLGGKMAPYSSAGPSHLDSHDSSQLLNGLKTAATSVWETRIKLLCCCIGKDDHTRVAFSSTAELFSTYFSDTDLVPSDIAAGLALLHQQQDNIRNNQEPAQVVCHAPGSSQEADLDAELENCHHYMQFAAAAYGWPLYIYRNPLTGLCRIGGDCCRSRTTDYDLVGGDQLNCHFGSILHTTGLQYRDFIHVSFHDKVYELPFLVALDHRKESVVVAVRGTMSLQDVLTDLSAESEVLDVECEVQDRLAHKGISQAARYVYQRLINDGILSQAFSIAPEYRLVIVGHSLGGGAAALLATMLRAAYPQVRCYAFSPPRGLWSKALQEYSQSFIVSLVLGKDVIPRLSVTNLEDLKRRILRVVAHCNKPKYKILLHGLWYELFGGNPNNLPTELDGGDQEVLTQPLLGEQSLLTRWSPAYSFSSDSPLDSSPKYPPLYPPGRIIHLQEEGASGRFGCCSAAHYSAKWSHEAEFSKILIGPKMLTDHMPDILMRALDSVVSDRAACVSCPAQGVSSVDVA
# Active calls of the source: *; . = not tested or not shown.
SMILES,PKA-R2B act,Tat export inh,PKA-R1A activ,AddAB inh,HTR5A ag ctr,HTR5A inv ag,E coli growth,Mot1-301 SUMO,phage Ecoli inh,CDK5 p35 inh,DAGLB inhibitor
CCN(c1ccccc1)c1nc(=O)c2cccnc2s1,-5.3,1.2,-9.4,2.4,0.7,16.7,0.2,11.6,3.7,-0.7,-0.4
CC(C)(C)c1ccc(OCC(=O)Nc2ccc3c4c(cccc24)C(=O)NC3=O)cc1,-13.9,-5.2,-1.8,.,-3.0,-1.5,.,.,0.9,-1.0,-0.1
Cc1ccccc1OCC(=O)NS(=O)(=O)c1ccc(Cl)cc1,-1.4,-3.8,5.3,3.3,-1.4,-2.5,2.0,-3.9,0.2,0.6,1.6
CCOC(=O)c1ccccc1NC(=O)COC(=O)CN1C(=O)C2CC=CCC2C1=O (stereo unspecified),-1.8,8.6,-2.3,3.4,6.7,-24.4,1.5,2.3,1.2,0.4,-0.4
Cc1ccc(NC(=O)CN2C(=O)NC3(CCCc4ccccc43)C2=O)c(Cl)c1 (stereo unspecified),-4.0,0.4,-0.7,0.3,0.7,-2.7,-3.2,-10.0,3.0,0.4,-0.9
COC(=O)c1cc(NC(=O)c2ccc(F)cc2)cc(C(=O)OC)c1,-3.0,2.1,5.1,0.0,3.8,-10.4,1.8,0.2,0.0,0.6,-1.9
NS(=O)(=O)c1ccc(NC(=O)COC(=O)C2(c3ccccc3F)CCCC2)cc1,-6.0,-7.5,-3.6,2.6,0.5,-26.5,-1.3,-4.2,2.5,-1.1,-2.3
O=C(NC1CCCCC1)c1ccc(S(=O)(=O)N2CCCCC2)cc1,3.3,-4.3,-11.8,3.8,-1.5,-10.5,-0.6,-16.0,1.9,-0.9,-2.4
O=C(Nc1ccccc1N1CCN(C(=O)c2ccccc2)CC1)c1ccco1,0.1,23.4,-1.7,-0.5,-3.7,-10.7,-1.6,0.5,0.0,-2.5,-1.0
Cc1cc(C)c(NC(=O)CNC(=O)c2ccccc2OCc2c(C)noc2C)c(C)c1,-6.8,-0.1,-7.3,0.1,4.4,22.3,0.6,1.4,1.3,-0.3,3.0
FC(F)Oc1ccccc1/C=N/n1cnc2ccccc21,-9.0,-4.0,1.3,0.4,-0.7,-34.3,-0.5,236.1,3.1,3.0,-2.0
COc1ccc(-c2csc(N(CC(C)C)C(=O)c3ccco3)n2)cc1,10.3,3.9,-8.3,-0.7,-1.6,-3.5,1.3,217.5,0.7,0.6,-14.2
Cn1nccc1C(=O)Nc1ccccc1C(=O)O,-8.3,-3.6,-13.8,1.6,0.9,-10.9,0.7,7.7,2.7,-3.2,0.5
CCOC(=O)CSc1nnc(CNC(=O)c2ccccc2OC)n1-c1ccc(OC)cc1,-11.4,12.0,-2.7,0.3,-2.9,-0.4,0.5,11.8,3.5,0.9,2.6
CC(CCCC(C)(C)O)CC1C2=C(CCCC2=O)OC2=C1C(=O)CCC2 (stereo unspecified),1.5,-6.5,-0.2,0.3,5.4,-14.0,-0.5,0.7,1.8,-0.8,-1.4
COc1ccc(NC(=O)CN2C(=O)NC3(CCCC3)C2=O)cc1Cl,-5.4,-0.2,-1.5,-0.2,-1.0,-14.1,-1.6,-8.9,-0.9,-2.1,-1.8
Cc1cccc(OCCCc2c(C)n[nH]c2C)c1,6.7,3.4,0.6,-2.6,-1.0,-3.0,-1.1,-21.4,-0.1,1.4,0.1
CC(C)CC(=O)NS(=O)(=O)c1ccc(NC(=O)c2ccco2)cc1,0.1,-6.4,-9.7,5.4,-2.8,7.6,-1.2,-9.2,.,1.5,-1.5
Clc1ccccc1-c1ccc(/C=N/Nc2nncc(-c3ccccc3)n2)o1,-7.9,6.8,-7.5,2.5,-0.5,8.1,0.9,0.8,4.4,0.5,0.2
COc1ccccc1C(=O)N1CCC(N2CCN(c3ccccc3OC)CC2)CC1,8.7,-1.0,-4.9,1.8,-2.3,5.9,0.7,6.5,-2.2,-2.2,-0.2
NC(=O)C1CCN(C(=O)c2ccc(F)c(S(=O)(=O)N3CCOCC3)c2)CC1,-7.0,3.9,-11.2,0.9,-2.5,6.1,0.0,-12.0,1.0,1.6,0.1
COc1cccc(OCC(O)CN2CCN(c3ccc(F)cc3)CC2)c1 (stereo unspecified),-4.5,5.1,-10.0,-1.3,0.0,0.1,-1.7,178.1,1.1,-7.0,-1.2
O=C(COC(=O)/C(=C/c1cccs1)c1cccs1)NC(c1ccccc1)c1ccccc1,-2.9,4.0,-16.4,2.1,3.5,-12.3,2.8,7.1,0.3,0.3,-8.0
CN(C)c1nc(N)nc(Cn2ccnc2)n1,0.8,1.5,-1.3,2.6,-3.4,-12.6,1.9,72.7,2.9,-1.1,-0.5
CC(NC(=O)COC(=O)c1ccc2ccccc2n1)c1ccccc1 (stereo unspecified),-3.4,1.2,1.0,-2.4,-3.8,14.8,-1.1,1.2,0.9,-1.3,-2.4

# Exported with two lines to a compound: entries from further up
# Fields: PKA-R2B act | Tat export inh | PKA-R1A activ | AddAB inh | HTR5A ag ctr | HTR5A inv ag | E coli growth | Mot1-301 SUMO | phage Ecoli inh | CDK5 p35 inh | DAGLB inhibitor
Cc1cc(C)c(NC(=O)CNC(=O)c2ccccc2OCc2c(C)noc2C)c(C)c1
    -6.8 | -0.1 | -7.3 | 0.1 | 4.4 | 22.3 | 0.6 | 1.4 | 1.3 | -0.3 | 3.0
FC(F)Oc1ccccc1/C=N/n1cnc2ccccc21
    -9.0 | -4.0 | 1.3 | 0.4 | -0.7 | -34.3 | -0.5 | 236.1 | 3.1 | 3.0 | -2.0

# (list continues)
SMILES,PKA-R2B act,Tat export inh,PKA-R1A activ,AddAB inh,HTR5A ag ctr,HTR5A inv ag,E coli growth,Mot1-301 SUMO,phage Ecoli inh,CDK5 p35 inh,DAGLB inhibitor
CCOC(=O)c1ccccc1N/C=C1\CCCC1=O,-4.9,-0.2,2.9,3.6,-2.6,-21.0,-0.1,-5.4,3.4,1.3,0.1
Cc1c(Cl)cccc1Nc1nc(N)nc(CSc2ncccn2)n1,-7.3,-0.9,10.5,3.4,-5.0,12.8,1.7,4.8,1.6,2.3,-0.1
CCOc1cc(/C=C(\C#N)c2[nH]nc(N)c2C#N)ccc1O,-5.0,0.7,-10.2,-1.0,0.7,13.5,-3.2,-0.8,0.8,0.9,-0.1
CCOc1ccc(Oc2ccc(-c3nnc(-c4ccccc4)o3)cc2[N+](=O)[O-])cc1,21.3*,0.3,13.0,-1.4,-5.2,23.1,-1.7,.,3.6,-0.7,-2.5
O=[N+]([O-])c1ccc(N2CCN(c3cccc(Cl)c3)CC2)nc1,-1.6,7.3,-7.7,-0.1,2.7,-10.6,1.5,-2.3,1.6,1.1,-3.8
COc1ccc(C(=O)N[C@H](C(=O)OCC(=O)NC(=O)c2cccn2C)C(C)C)cc1,-0.5,13.4,-15.1,1.2,1.2,-14.0,-1.4,-8.4,4.1,-1.8,-1.9
Cc1ccc(O)c(NC(=S)NC(=O)CC(C)C)c1,-7.9,9.7,0.4,4.5,2.7,15.9,4.2,-11.8,6.3,-1.7,0.6
Cc1cc(C)n(CC(C)C(=O)O)n1 (stereo unspecified),-3.7,-0.6,-10.4,2.4,-0.9,2.4,3.0,.,0.1,-1.7,-1.2
COc1cc(NS(=O)(=O)c2ccc(NC(=S)NC(=O)c3sc4ccccc4c3Cl)cc2)nc(OC)n1,-0.5,3.1,-2.9,5.4,0.0,15.1,-0.2,-8.2,3.5,-1.4,4.7
Cc1ncc([N+](=O)[O-])n1Cc1ccc(F)cc1,-5.9,-1.9,-7.0,7.6,-4.4,11.4,1.5,-14.8,2.3,-3.6,-5.2
COc1cc(C2NC(=O)NC(C)=C2C(=O)OC2CCCCC2)cc(Cl)c1O (stereo unspecified),-10.5,11.5,2.2,2.1,8.9,-24.8,0.0,39.8,-1.0,-6.9,2.3
COC(=O)C1=C(Cn2cnc3ccccc32)NC(=O)NC1c1cc(C)ccc1C (stereo unspecified),-3.9,5.0,-3.4,4.1,.,.,-0.4,-9.9,6.3,-0.6,0.9
Cc1ccccc1-c1nc2sc(-c3ccccc3)cc2c(=O)o1,-4.4,19.0,-7.1,1.8,-0.5,1.2,0.6,15.0,3.3,0.4,0.0
COc1cc(OC)c2c(-c3ccccc3)cc(=O)oc2c1C(CC(=O)N1CCCC1)c1ccc2c(c1)OCO2 (stereo unspecified),3.8,10.6,-3.1,6.0,-3.5,13.5,3.7,-9.7,2.1,0.2,-0.3
O=C(/C=C/c1c(Cl)nc2ccccn12)Nc1ccc(F)cc1,-20.2,-0.3,-3.2,-0.5,4.1,4.4,1.4,3.1,3.2,-1.7,-1.5
O=C(OCC(=O)c1ccc[nH]1)c1ccc(S(=O)(=O)N2CCCCCC2)cc1,-4.1,3.9,11.8,2.5,2.1,-4.6,-2.5,-10.9,2.6,1.7,-1.7
Cc1cccc(CC(=O)Nc2cccnc2)c1,-0.7,6.4,-7.0,1.7,0.9,-3.3,-1.0,-10.9,-0.2,7.8,-6.5
CCN(CC)C(=O)[C@H]1C[C@H](CC(=O)NCCCn2ccnc2)C(=O)N2CCc3c([nH]c4cc(CCC(=O)N(C)C)ccc34)[C@]12C,1.0,18.9,-9.9,2.3,1.6,-5.7,1.6,.,0.6,-6.7,1.6
COc1ccc(/C=C/C(=O)OCC(=O)NC(=O)NC(C)(C)C)cc1,-1.5,-5.6,-9.2,6.6,6.0,-12.3,-1.3,.,1.8,-3.4,-1.6
CCn1cc(CNC(=O)/C=C/c2ccc([N+](=O)[O-])cc2)cn1,11.4,-8.6,18.0,1.3,9.4,-7.3,0.2,14.2,1.5,-0.1,-1.8
Cc1ccc(/C=C/C(=O)NC2CCCCCCC2)o1,1.9,-12.3,0.6,1.6,3.5,-12.7,3.5,-10.2,1.5,0.7,1.2
COc1ccc(C(=O)OC(C)C(=O)NC2CCCCC2C)cc1S(=O)(=O)N1CCOCC1 (stereo unspecified),-0.6,-7.6,-8.7,5.2,0.7,-1.7,-2.4,70.0,-0.1,-0.1,-0.5
O=C(CC(=O)c1ccncc1)c1ccccc1,2.2,3.2,0.1,.,0.5,-1.9,.,.,-0.2,-4.2,1.0
Cc1ccc2nc(N(CCCN(C)C)C(=O)c3cc4ccccc4oc3=O)sc2c1,-6.3,-3.1,-8.0,-2.2,-1.9,7.2,-2.5,-17.0,3.9,0.1,0.4
O=C(COC(=O)c1ccc2c(=O)n3c(nc2c1)CCC3)Nc1ccc(OC(F)F)cc1,-5.3,-2.1,9.0,-3.9,-5.0,12.8,-2.6,6.0,2.0,-0.7,-2.7
COc1ccc(/C=N/NC(=O)Cn2c(Cc3ccc(OC)c(OC)c3)nc3ccccc32)cc1OC,7.8,-5.6,-9.7,3.4,.,.,-0.2,0.2,1.2,-0.6,4.0
COc1ccc(Cc2nnc(N/N=C/c3ccc(N(C)C)cc3)[nH]c2=O)cc1OC,-0.6,13.3,6.6,-0.8,-4.0,21.8,-1.1,-11.1,-2.2,1.6,5.8
Cc1ccc(-c2noc(CN(C(=O)C(c3ccccc3)c3ccccc3)C(C)C)n2)cc1,2.7,8.0,-2.5,-1.6,4.5,-11.7,-1.0,4.1,2.2,-0.3,-20.1
Fc1cccc(NC(=S)N2CCCC2)c1,6.7,2.7,-14.0,1.3,2.9,-10.4,0.6,-11.5,3.0,-1.8,2.7
